NOD2 RIPK2 PPI – NOD2-RIPK2 protein interaction inhibition; O43353; CHO BLA complementation NOD2-RIPK2, CCF4 ratio; inhibition, % at 4.98 µM; actives 0.38% (n = 360,000); AID 624267; in the data active = inhibition above about 21%;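 also: 0% = vehicle only and 100% = reference blocker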
SRC3 inh – inhibitors of human steroid receptor coactivator 3 (SRC3); HEK293 GAL4-SRC3 luciferase reporter, luminescence; inhibition, % at 3.6 µM; actives 0.17% (n = 360,000); AID 588352;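 active = inhibition above a per-campaign cutoff, the mean of all compounds plus 3 SD, cut at about 60% in these data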;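 also: 0% = DMSO-treated cells and 100% = gossypol-treated cells at 36 µM; higher means less SRC3-driven luciferase light from the GAL4 reporter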
ABHD5-PLIN5 inh – inhibitors of human ABHD5-perilipin-5 interaction | Q00G26+Q8WTS1 | Split G. princeps luciferase complementation, luminescence, 4 h | inhibition, % at 4 µM | AID 602281 | actives 0.78% (n = 360,000);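 active = inhibition above the mean inhibition across every tested compound plus 3 SD, cut at about 22% in these data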;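 also: 0% = DMSO only wells and the 100% control is not disclosed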
TROY signal inh – TROY signaling inhibition; Q293 LMP1-TROYcd NF-kB luciferase reporter, 4 h; inhibition, % at 10 µM; actives 0.98% (n = 360,000); AID 1347056;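 active = compounds whose plate-normalised and pattern-corrected inhibition of the luciferase reporter signal at the single screening dose is 50% or more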
NCOA1 inh – inhibitors of human steroid receptor coactivator 1 (SRC1); Q15788; HEK293 GAL4-SRC1 luciferase reporter, luminescence; inhibition, % at 3.6 µM; actives 0.12% (n = 360,000);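 active = inhibition above the campaign mean plus 3 SD, with each screening campaign given its own cutoff, cut at about 60% in these data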;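 also: 0% = DMSO treated cells and 100% = gossypol at 36 µM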
Target sequence (Q15788 whole entry, looked up, the tested form may be a part): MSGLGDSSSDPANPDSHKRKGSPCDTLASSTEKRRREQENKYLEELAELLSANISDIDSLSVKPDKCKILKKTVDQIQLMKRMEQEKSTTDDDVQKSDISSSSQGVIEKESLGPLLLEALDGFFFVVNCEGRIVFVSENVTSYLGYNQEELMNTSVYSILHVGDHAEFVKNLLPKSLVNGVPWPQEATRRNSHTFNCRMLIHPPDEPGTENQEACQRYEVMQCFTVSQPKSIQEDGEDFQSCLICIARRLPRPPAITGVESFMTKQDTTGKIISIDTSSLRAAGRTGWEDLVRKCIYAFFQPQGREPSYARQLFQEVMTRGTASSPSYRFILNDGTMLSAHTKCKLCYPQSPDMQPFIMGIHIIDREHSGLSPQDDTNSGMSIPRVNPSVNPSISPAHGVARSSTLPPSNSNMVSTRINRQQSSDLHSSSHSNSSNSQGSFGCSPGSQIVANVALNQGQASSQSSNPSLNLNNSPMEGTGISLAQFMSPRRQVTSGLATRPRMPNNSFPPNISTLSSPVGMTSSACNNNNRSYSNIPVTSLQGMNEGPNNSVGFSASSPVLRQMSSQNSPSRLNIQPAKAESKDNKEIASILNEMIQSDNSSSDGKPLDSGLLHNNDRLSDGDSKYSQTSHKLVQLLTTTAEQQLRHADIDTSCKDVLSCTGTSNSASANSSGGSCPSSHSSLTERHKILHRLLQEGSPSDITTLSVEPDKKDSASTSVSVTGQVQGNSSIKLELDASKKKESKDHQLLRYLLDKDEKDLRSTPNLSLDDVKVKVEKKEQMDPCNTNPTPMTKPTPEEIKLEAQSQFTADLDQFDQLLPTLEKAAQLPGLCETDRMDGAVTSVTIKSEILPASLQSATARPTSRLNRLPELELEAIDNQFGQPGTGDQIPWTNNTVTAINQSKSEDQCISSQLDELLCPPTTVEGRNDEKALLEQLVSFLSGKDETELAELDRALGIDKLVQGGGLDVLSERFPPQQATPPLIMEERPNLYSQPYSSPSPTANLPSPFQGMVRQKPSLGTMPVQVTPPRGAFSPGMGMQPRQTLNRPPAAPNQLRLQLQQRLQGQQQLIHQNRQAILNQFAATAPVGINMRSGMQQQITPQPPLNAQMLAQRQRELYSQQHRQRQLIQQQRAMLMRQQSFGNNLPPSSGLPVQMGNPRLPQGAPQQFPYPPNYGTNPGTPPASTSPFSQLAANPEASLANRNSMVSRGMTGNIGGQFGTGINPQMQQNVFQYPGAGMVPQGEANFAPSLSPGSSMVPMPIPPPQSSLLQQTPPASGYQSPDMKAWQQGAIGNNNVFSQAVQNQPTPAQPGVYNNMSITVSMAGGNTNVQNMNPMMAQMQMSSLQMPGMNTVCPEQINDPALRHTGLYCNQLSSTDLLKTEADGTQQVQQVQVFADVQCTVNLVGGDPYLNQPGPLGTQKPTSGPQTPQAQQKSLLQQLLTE
NR5A2 inv ag – suppresses constitutive activity of human LRH-1 | HEK293T StAR-luciferase reporter, LRH-1 transfected, 24 h | AID 602396 | O00482 | inhibition, % at 3.6 µM | actives 0.13% (n = 360,000);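 active = inhibition above the mean inhibition of all tested compounds plus 3 SD, cut at about 73% in these data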;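 also: 0% = DMSO wells and 100% = reporter-only cells lacking LRH-1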
Exocytosis inh – lytic granule exocytosis inhibition; inhibition, % at 10 µM; actives 0.66% (n = 360,000); TALL-104 LAMP-1 surface exposure, flow cytometry; cells stimulated with thapsigargin and PMA; AID 651702;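 active = inhibition above about 55%, limit read from the data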
TLR9-MyD88 block – blocks human TLR9 binding to MyD88. AID 504734. actives 0.21% (n = 340,000). Q9NR96+Q99836. inhibition, % at 4.98 µM. CHO BLA complementation TLR9-MyD88, CCF4 FRET ratio;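 active = inhibition above the mean over all tested compounds plus 3 SD, cut at about 21% in these data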;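 also: 0% = DMSO only wells and 100% = clavulanate BLA inhibitor control wells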
NR2F2 inh – blocks human COUP-TFII nuclear receptor | P24468 | HEK293T NGFI-A luciferase reporter, luminescence | inhibition, % at 8.6 µM | actives 0.7% (n = 370,000);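 active = inhibition above a per-plate cutoff, mean inhibition of test wells between control levels plus 3 SD, cut at about 38% in these data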;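 also: cells cotransfected with COUP-TFII expression vector driving the NGFI-A reporter; 0% = median of COUP-TF2 test wells and 100% = reporter-only cells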
TWEAK Fn14 block – inhibitors of TWEAK-Fn14 interaction signaling | inhibition, % at 10 µM | TWEAK-stimulated Fn14 reporter cells, luciferase luminescence, 8 h | actives 2% (n = 360,000); in the data active = inhibition above about 50%
NCOA2 inhibitor – inhibits human steroid receptor coactivator 2; Q15596; HEK293 GAL4-SRC2 luciferase reporter, luminescence; inhibition, % at 9 µM; actives 0.17% (n = 370,000);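 active = inhibition above the mean inhibition of all tested compounds plus 3 SD, set per campaign, cut at about 52% in these data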;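 also: 0% = DMSO treated cells and 100% = cells given Gossypol at 36 µM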
Numbers without * were called inactive; · = no result given. An excerpt; the hit share may differ from the screen's.

SMILES	NOD2 RIPK2 PPI	SRC3 inh	ABHD5-PLIN5 inh	TROY signal inh	NCOA1 inh	NR5A2 inv ag	Exocytosis inh	TLR9-MyD88 block	NR2F2 inh	TWEAK Fn14 block	NCOA2 inhibitor
Cc1cccc(-n2c(SCC(=O)NCc3ccco3)nnc2-c2ccco2)c1	-6	13	5	13	-1	1	-8	-1	9	0	5
N#Cc1c(NC(=O)c2ccc(-c3ccccc3[N+](=O)[O-])o2)sc2c1CCCC2	-11	14	2	-26	-1	18	-2	4	0	-9	-12
CNC(=O)c1[nH]cnc1C(=O)Nc1ccc(F)cc1	-17	-47	3	-10	-10	-7	19	0	5	18	-16
CSc1nc2cc(Cl)ccc2s1	7	4	-5	1	-9	-2	-6	5	0	-2	1
O=C(O)c1c2c(nc3ccccc13)-c1ccccc1CC2	-3	7	-14	-21	2	-4	-4	-15	-10	-7	-32
O=C(CCl)NN=C(c1ccccc1)c1ccccc1	-2	2	-2	-6	-10	-2	2	·	-34	-17	-41
Cc1cccc2cc(COC(=O)COc3ccccc3)c(=O)[nH]c12	11	-2	0	-18	3	-8	0	-2	5	1	-11
O=C(NC1CCCCCCC1)c1cccs1	-3	-54	-6	-75	-64	-42	13	2	-27	-4	-29
COc1ccc(S(=O)(=O)N2CCC3(CC2)CC(=O)c2ccccc2O3)cc1OC	-11	20	-2	-13	-12	-6	-3	1	-3	-25	-20
O=C(NC(=S)Nc1ccc(S(=O)(=O)Nc2ncccn2)cc1)c1ccc(Br)cc1	-3	22	-8	-7	-3	-3	-7	11	18	-23	20
Cc1ccc(C(=O)Nc2ccccc2C(=O)NC(Cc2ccccc2)C(=O)O)cc1 (stereo unspecified)	-9	-16	-5	-9	-99	-14	-2	-7	-1	-8	-21
Cc1nn(C)c(C)c1C1C(C#N)=C(N)Oc2n[nH]c(C)c21 (stereo unspecified)	6	-5	2	2	2	-4	-5	-6	-7	-22	15
S=C(NC1CC1)N1CCN(C(=S)NC2CC2)CC1	9	-21	-5	6	-22	-4	8	-5	-11	-14	-28
CCCCN(C(=O)c1ccc(-n2nc(C)cc2C)cc1)c1c(N)n(CCC)c(=O)[nH]c1=O	-2	14	7	-39	-5	3	-2	7	-11	2	-2
CCCCOC(=O)Nc1nnc(CCc2ccccc2)s1	9	2	1	-14	-8	-12	0	7	-15	-4	6
O=C(O)C[C@H]1c2cc(C(F)(F)F)ccc2S(=O)(=O)N1C1CCCC1	-7	-2	-6	-3	6	-4	6	-1	-4	2	-2
Cc1nnc(SCc2cc(=O)[nH]c(/N=C(\N)Nc3ccccc3Sc3ccccc3)n2)s1	-5	19	3	-8	-7	5	0	10	-9	8	5
O=C(Nc1cccc(S(=O)(=O)N2CCCC2)c1)c1ccc2c(c1)OCO2	4	4	-2	-17	-6	3	4	-4	14	13	2
CNC(=S)Nc1cc(S(=O)(=O)Nc2cc(Cl)ccc2Cl)ccc1N1CCCC1	-4	-9	-11	16	-4	-15	10	5	-2	19	-13
CNC(=S)NNC(=O)c1sc2cc(C(F)(F)F)cnc2c1-c1cccnc1	1	-1	6	-7	-17	-17	-1	-8	10	-1	-19
CC(=O)NCCNC(=O)CCNC(=O)c1ccc(Cl)cc1	-9	-5	-1	19	-10	-4	0	0	-23	-1	22
O=C(Nc1ncnc2sc3c(c12)CCC3)c1ccco1	-10	8	8	-5	3	22	-7	-12	1	-37	-3
COc1ccc(NS(=O)(=O)c2cc(NC(=O)c3cncc(Br)c3)ccc2OC)cc1	-9	21	14	32	16	-6	0	-5	9	52*	30
CC1(C)CC(=O)C(N=Nc2ccc3ncsc3c2)=C(O)C1	0	-62	-5	-17	-54	-26	4	14	-8	-1	-21
CN(C)C(=O)c1cc(C(=O)c2ccc(Cl)cc2Cl)c[nH]1	-1	-30	0	-14	-63	-48	-7	-2	10	14	-22

An excerpt taken from the entries so far, for reference:
SMILES	NOD2 RIPK2 PPI	SRC3 inh	ABHD5-PLIN5 inh	TROY signal inh	NCOA1 inh	NR5A2 inv ag	Exocytosis inh	TLR9-MyD88 block	NR2F2 inh	TWEAK Fn14 block	NCOA2 inhibitor
CC1(C)CC(=O)C(N=Nc2ccc3ncsc3c2)=C(O)C1	0	-62	-5	-17	-54	-26	4	14	-8	-1	-21
CN(C)C(=O)c1cc(C(=O)c2ccc(Cl)cc2Cl)c[nH]1	-1	-30	0	-14	-63	-48	-7	-2	10	14	-22

(more compounds)
SMILES	NOD2 RIPK2 PPI	SRC3 inh	ABHD5-PLIN5 inh	TROY signal inh	NCOA1 inh	NR5A2 inv ag	Exocytosis inh	TLR9-MyD88 block	NR2F2 inh	TWEAK Fn14 block	NCOA2 inhibitor
COc1ccc(CN2C(=O)C(CC(=O)NCc3cccs3)CC(C(=O)N(C)C)=C2C)cc1 (stereo unspecified)	-6	-8	-1	8	9	-5	5	-6	20	0	-7
CCCCNC(=O)N1CCN(c2ccnc3cc(Cl)ccc23)CC1	-14	-1	2	9	4	-28	-12	-6	·	25	·
CN1CCN(c2nc3c(c(=O)n(C)c(=O)n3C)n2Cc2ccccc2F)CC1	13	3	3	2	14	4	5	-6	18	0	13
Cc1cccc(N2CCN(C(=S)Nc3ccc4nc(N5CCN(C)CC5)cc(C)c4c3)CC2)c1C	-9	0	0	8	-7	6	63*	1	8	-84	-13
CC(c1ccccc1)c1nnc(NC(=O)c2ccc3c(c2)OCO3)s1 (stereo unspecified)	5	-3	-2	-33	-8	-16	-9	2	9	3	3
Cc1ccc(NC(=O)C(Nc2cccc(C)c2)c2ccccc2)cc1 (stereo unspecified)	-11	-15	-4	-52	9	-23	2	-2	0	3	10
COc1ccc2c(c1)c(CC(=O)Nc1ccc(C(C)=O)cc1)c(C)n2C(=O)c1ccc(Cl)cc1	2	12	2	-11	-9	3	2	1	8	17	-18
CCOc1cccc(-c2nn(-c3ccccc3)cc2/C=C(/C#N)C(=O)NCCCn2ccnc2)c1	2	-2	12	-12	2	-11	68*	3	-10	-25	-21
CC1CCN(C(=O)CN2C(=O)NC3(CCCc4ccccc43)C2=O)CC1 (stereo unspecified)	-7	11	7	8	16	1	-3	4	-1	-1	-19
CCOP(=O)(c1ccccc1)c1nc(-c2ccccc2Cl)oc1N1CCCCC1 (stereo unspecified)	10	5	1	-7	-1	3	2	-2	8	14	-6
Cc1cccc(-c2cc(NC=O)c3ncc(-c4cccc(C(=O)N(C)C)c4)n3c2)c1	-6	0	6	5	-1	-10	-2	·	5	16	10
S=C1NCCNC(=S)NCCOCCN1	-6	11	2	5	1	2	0	-5	-18	15	-9
O=[N+]([O-])c1cccc(CN2[C@@H](Cc3ccccc3)COCCS2(=O)=O)c1	5	4	-4	-3	9	3	45	3	2	-17	10
CCOC(=O)c1sc(NC(=O)CN2CCN(c3ccccc3)CC2)nc1C	2	-6	2	3	8	-7	-17	-1	0	1	6
CCc1ccccc1N(CC(=O)NC1CCCC1)C(=O)CNC(=O)c1cccs1	-13	12	-3	-3	-8	20	1	4	-25	28	2
Cc1cccc(NC(=O)N(Cc2cc3cc(C)cc(C)c3[nH]c2=O)CC2COCCO2)c1 (stereo unspecified)	4	15	1	1	5	7	1	-10	-3	6	-25
CC(=O)NC1(c2nnnn2CCOC(=O)Nc2ccc(Cl)cc2)CCCC1	-2	10	-3	-15	-17	-10	1	7	-2	14	-19
COc1ccc(CNc2nc3ccccc3n2Cc2ccc(C)cc2)cc1OC	-3	13	2	5	-11	13	-1	-1	6	-18	2
COc1ccc(C(=O)Nc2ccc(S(=O)(=O)NC(C)=O)cc2)cc1	-4	8	4	-6	-22	17	2	13	-8	-3	10
CCCc1cc(-c2nc(-c3ccc(Cl)cc3)cs2)ccn1	-5	-13	-8	-32	3	-19	2	1	-8	-1	-13
O=C(NCc1ccccc1)c1cc(=O)c2ccccc2o1	-14	-16	3	-6	-10	15	-8	-3	4	12	-1
Cc1ccc(N2CC(C(=O)N3CCN(C(=O)c4ccco4)CC3)CC2=O)cc1 (stereo unspecified)	-5	-5	-2	4	-24	9	-4	4	12	-6	-9
CCN(CC)C(=O)[C@H]1C[C@H](CC(=O)NCCCN(C)C)C(=O)N2CCc3c([nH]c4ccc(Cl)cc34)[C@]12C	-7	6	8	8	-2	17	-1	-3	-2	26	-2
COc1cc(OC)c(OC)cc1NC(=O)CC1COc2ccccc2O1 (stereo unspecified)	-8	2	0	-22	-11	4	2	0	5	-23	-7
CSC1=NC(C)(C)CC2(C)Nc3ccccc3N12 (stereo unspecified)	0	27	-1	31	15	34	-3	8	15	14	9
COc1ccc(S(=O)(=O)n2cccc2)cc1OC	-9	-8	0	2	2	19	1	-8	21	-2	-13
CN(CC(=O)Nc1ccc(Cl)c(S(=O)(=O)N(C)C)c1)Cc1ccccc1	-5	-46	-1	-30	-53	-47	31	-6	-44	13	-47

An excerpt from above in order of SMILES length, high to low.
SMILES	NOD2 RIPK2 PPI	SRC3 inh	ABHD5-PLIN5 inh	TROY signal inh	NCOA1 inh	NR5A2 inv ag	Exocytosis inh	TLR9-MyD88 block	NR2F2 inh	TWEAK Fn14 block	NCOA2 inhibitor
CCN(CC)C(=O)[C@H]1C[C@H](CC(=O)NCCCN(C)C)C(=O)N2CCc3c([nH]c4ccc(Cl)cc34)[C@]12C	-7	6	8	8	-2	17	-1	-3	-2	26	-2
COc1ccc2c(c1)c(CC(=O)Nc1ccc(C(C)=O)cc1)c(C)n2C(=O)c1ccc(Cl)cc1	2	12	2	-11	-9	3	2	1	8	17	-18
Cc1cccc(NC(=O)N(Cc2cc3cc(C)cc(C)c3[nH]c2=O)CC2COCCO2)c1 (stereo unspecified)	4	15	1	1	5	7	1	-10	-3	6	-25
COc1ccc(C(=O)Nc2ccc(S(=O)(=O)NC(C)=O)cc2)cc1	-4	8	4	-6	-22	17	2	13	-8	-3	10
COc1ccc(S(=O)(=O)n2cccc2)cc1OC	-9	-8	0	2	2	19	1	-8	21	-2	-13

Assay outcomes: PubChem BioAssay, several laboratories
